Compound activity (PubChem BioAssay)
Pf growth 48h – inhibits P. falciparum growth in the first generation, 48 h; hit rate 5.9% among 310,000; P. falciparum luciferase growth in erythrocytes, 48 h; Potency, µM (titrated, usually from 28.7 µM), inactives show at the top dose activity change, negative = inhibition, hits mostly inhibitors; note: potency is the fitted concentration of half-maximal effect; % is set by controls: 0 for no effect and ±100 for the full control effect
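Compounds are pin-transferred into medium, infected erythrocytes (2% hematocrit, 0.1% parasitemia final) are added, and plates sit one parasite generation at 37 C in 5% CO2. Detection reagent is then added and luminescence measured.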
AMA1 RON2 block – AMA1-RON2 (P. falciparum) interaction inhibition. AlphaScreen AMA1-biotinylated RON2 peptide binding. Potency, µM (highest dose often 58.2 µM), inactives show top-dose activity change, negative = inhibition, actives largely listed as inhibitors. hit rate 0.2% among 360,000. AID 720542;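 note: potency is the fitted concentration of half-maximal effect; 0% = vehicle wells and -100% = peptide control; nearly all actives have a fitted effect of over 45% in size; some results filed as inactive show a strong effect at the top dose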
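AMA1 (3D7) with his tag at 25 nM final met compounds first, then biotinylated RON2 peptide at 25 nM; detection used donor plus acceptor beads, 10 µg/mL apiece, read by AlphaScreen after 30 min at room temperature.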
TbPYK inhibitor – blocks Trypanosoma brucei pyruvate kinase; Potency, µM (doses to about 76.8 µM), for inactives: at the top dose activity, negative = inhibition, actives largely listed as inhibitors; AID 624173; TbPYK enzyme, Kinase-Glo Plus ATP luminescence, 45 min; hit rate 0.12% among 410,000; Q57TT1; note: potency is the fitted concentration of half-maximal effect; % is set by controls: 0 for no effect and ±100 for the full control effect; nearly all actives have a fitted effect of over 50% in size
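ADP (130 uM final) triggers the TbPYK reaction after compound addition; incubation is 45 min at room temperature. Kinase-Glo Plus is then added and luminescence imaged. Normalized data are fitted to concentration-effect curves.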
Shiga inhibitor – Shiga toxin inhibition | Vero cells, Shiga toxin protein synthesis inhibition reporter | inhibition, % at 38.7 µM | hit rate 9.2% among 290,000 | AID 2315; in the data active = inhibition mostly above about 28%, no sharp cut-off; inactive = mostly below about 43%; note: 0% is about no effect
Pf growth 96h – inhibits malaria parasite growth, 96 h | Potency, µM (highest dose often 28.7 µM), inactives show at the top dose activity change, negative = inhibition, hits mostly inhibitors | AID 504834 | P. falciparum luciferase reporter growth, 96 h | hit rate 6.9% among 320,000; note: potency is the fitted concentration of half-maximal effect; % is set by controls: 0 for no effect and ±100 for the full control effect
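Two parasite generations (96 h, 37 C, 5% CO2) of compound exposure in infected erythrocytes (0.05% parasitemia, 2% hematocrit). Luciferase-reporter P. falciparum; decreased luminescence indicates inhibited growth, aimed at apicoplast-acting delayed death.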
LmPK inh – LmPK (Leishmania mexicana) enzyme inhibition | Q27686 | purified LmPK, Kinase-Glo ATP luminescence, 1 h | Potency, µM (series often up to 57.5 µM), inactives show at the top dose activity change, negative = inhibition, hits mostly inhibitors | hit rate 0.37% among 290,000 | AID 1721; note: potency is the fitted concentration of half-maximal effect; % is set by controls: 0 for no effect and ±100 for the full control effect
Target sequence (Q27686 whole entry, looked up): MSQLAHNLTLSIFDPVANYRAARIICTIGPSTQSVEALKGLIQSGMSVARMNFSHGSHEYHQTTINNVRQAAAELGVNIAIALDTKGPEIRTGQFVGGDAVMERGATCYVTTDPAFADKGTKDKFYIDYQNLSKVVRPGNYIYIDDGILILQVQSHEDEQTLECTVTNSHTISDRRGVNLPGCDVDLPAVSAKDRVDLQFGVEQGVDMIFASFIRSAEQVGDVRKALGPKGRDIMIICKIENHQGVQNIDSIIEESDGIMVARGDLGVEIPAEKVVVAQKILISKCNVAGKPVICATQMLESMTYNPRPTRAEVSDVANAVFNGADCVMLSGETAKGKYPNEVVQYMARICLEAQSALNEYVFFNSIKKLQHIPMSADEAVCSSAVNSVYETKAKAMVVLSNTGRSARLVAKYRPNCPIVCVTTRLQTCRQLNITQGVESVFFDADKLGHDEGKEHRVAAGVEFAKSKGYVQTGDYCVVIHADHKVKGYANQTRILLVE
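Purified LmPK (0.1 nM) with 0.5 mM PEP and 0.1 mM ADP in imidazole buffer pH 7.2 with MgCl2/KCl, 1 h at room temperature. ATP formed was read by luciferase luminescence and normalized to no-enzyme and uninhibited controls.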
Cycloheximide cs – counter-screen for Shiga toxin inhibitors: cycloheximide protein synthesis inhibition; cell reporter, cycloheximide protein synthesis inhibition counterscreen; max response, %; hit rate 12% among 300,000; in the data active = max response mostly above about 13%, no sharp cut-off; inactive = mostly below about 14%; note: read at 38.3 µM for the half of the compounds with a filed dose; 0% is about no effect
The depositor's hits bear a star; ? = inconclusive; . = not tested or not shown; [ ] = remark or other dose. Unless noted, calls come from the whole dose curve; as a rule, active = well fitted curve in the direction sought with a large enough effect; inconclusive = small, poorly fitted or top-dose-only effect, or another doubt; inactive = no such curve, though single readings can be large; an effect the other way counts as inactive or inconclusive. Rows were taken by chance. About 21% of those tested had a hit in this group.

item	canonical_smiles	TbPYK inhibitor	Cycloheximide cs	Shiga inhibitor	Pf growth 48h
1	COc1ccc(C2C(C#N)=C(N)Oc3cc(C)n(Cc4ccco4)c(=O)c32)cc1 (centres undefined)	?	1	-6	12%
2	CCCN(CCC)c1nc(C)cc(C(C#N)c2nc3ccccc3o2)n1 (centres undefined)	.	-2	-2	-8%
3	O=C(CN(C(=O)CNS(=O)(=O)c1ccc(F)cc1)c1ccccc1)NCc1ccco1	3%	2	-5	0%
4	COc1ccccc1N1CCN(/N=C/c2cccc(O)c2)CC1	0%	29*	85*	56%[activator]
5	CC(C)(C)SCCNC(=O)CN1C(=O)c2ccccc2S1(=O)=O	0%	-2	-4	?
6	CC(=O)Nc1sc(N/N=C\c2ccc(O)cc2)nc1-c1cccs1	-8%	27*	68*	18%
7	Cc1ccc(NC(=O)CSc2ccc3c(c2)OCCO3)nc1	-11%	.	.	26%
8	Cc1cc(NS(=O)(=O)c2ccc(NC(=O)COc3cc(C)c(Cl)c(C)c3)cc2)no1	-9%	.	.	?
9	CCNC(=S)N/N=C/c1cc(Br)cc(Br)c1OC	1%	-6	-13	?
10	O=C(c1ccccc1)N1N=C(c2ccc(F)cc2)CC1(O)C(F)(F)F (centres undefined)	2%	-3	-4	4%
11	CC(C)N(Cc1nc(-c2ccccc2)no1)C(=O)C1CCCCC1	2%	2	-7	.
12	CCN(CC)S(=O)(=O)c1ccc(N2CCCC2)c(NC(=O)c2nn(C)c(=O)c3ccccc23)c1	0%	.	.	13µM*
13	CCOCCCNC(=O)CN1C(=O)CSc2ccccc21	1%	-3	-8	12%
14	Cc1cccc(N2CCN(Cc3cn(C)nc3-c3ccccc3F)CC2)n1	0%	-3	9	3%
15	O=C(O)c1cccc(COc2ccc3c(c2)CCC3)c1	-10%	35*	44	?

item	Pf growth 96h	AMA1 RON2 block	LmPK inh
1	.	50%[activator]	-3%
2	-12%	.	3%
3	290%[activator]	-12%	-4%
4	-27%	-4%	-3%
5	13%	11%	0%
6	8%	52%[activator]	20%
7	39%[activator]	33%[activator]	.
8	0%	-4%	.
9	.	32%[activator]	5%
10	41%[activator]	64%[activator]	1%
11	?	1%	3%
12	13µM*	-6%	.
13	34%[activator]	4%	-4%
14	?	-9%	5%
15	29%	1%	?

Going on with the list:
item	canonical_smiles	TbPYK inhibitor	Cycloheximide cs	Shiga inhibitor	Pf growth 48h
16	O=C(C(=S)N1CCOCC1)c1c[nH]c2ccccc12	-5%	-3	10	?
17	Cn1c(=O)c2c(nc(N3CCN(c4ccccn4)CC3)n2Cc2ccccc2Cl)n(C)c1=O	1%	-1	-19	9.3µM*
18	CCCOP(=O)(c1ccc(N(C)C)cc1)C(O)c1ccccc1OC (centres undefined)	5%	-4	17	1%
19	CCOc1cccc(-c2c(C(=O)N/N=C/c3cccnc3)nnn2-c2nonc2N)c1	-1%	-7	-1	7%
20	Cc1cc(NC(=O)COc2ncnc3sc(C)c(C)c23)no1	1%	-4	-9	17%
21	CC(C(=O)N1CCCCC1)n1sc2ccccc2c1=O (centres undefined)	-10%	31*	67*	111%[activator]
22	COc1ccc(S(=O)(=O)NCCC(=O)OCc2cc(=O)oc3cc(C)ccc23)cc1[N+](=O)[O-]	-2%	.	.	-12%
23	Cc1cc(=O)n2nc(-c3ccccc3)sc2c1C#N	-18%	-3	27	28%
24	CN(C)S(=O)(=O)c1ccc(/C(O)=C2/C(=O)C(=O)N(Cc3cccnc3)C2c2ccco2)cc1 (centres undefined)	9%	-3	-2	29%
25	C=CCn1c(SCc2cc(C(C)=O)ccc2OCC)nc2ccccc2c1=O	2%	-1	-11	?
26	Cc1ccc(NC(=O)NNC(=O)CN2C(=O)COc3ccccc32)cc1	0%	-5	18	22%
27	CC1CC(NC(=O)c2ncn[nH]2)CC(C)(C)C1 (centres undefined)	-4%	16	7	?
28	O=C(NC1CCSc2ccccc21)c1cccc(Br)c1 (centres undefined)	-6%	0	-17	3%
29	COC(=O)N1C(=O)[C@](c2ccccc2)(C(C)C)N1C(=O)OC	-7%	9	6	25%
30	O=C(NCc1ccco1)/C(=C\c1cccc([N+](=O)[O-])c1)NC(=O)c1ccco1	1%	-3	3	10%

item	Pf growth 96h	AMA1 RON2 block	LmPK inh
16	14%	-1%	0%
17	13µM*	1%	1%
18	8%	-5%	5%
19	?	32%[activator]	-6%
20	26%	-2%	6%
21	0%	3%	1%
22	?	-4%	.
23	?	-3%	-6%
24	8.3µM*	-10%	7%
25	5.9µM*	0%	-1%
26	-13%	81%[activator]	3%
27	?	4%	0%
28	?	-2%	-10%
29	37%[activator]	-3%	-3%
30	24%	-6%	4%

(continued)
item	canonical_smiles	TbPYK inhibitor	Cycloheximide cs	Shiga inhibitor	Pf growth 48h
31	CCOC(=O)C(NCCc1ccccc1)(NC(C)=O)C(F)(F)F (centres undefined)	1%	0	-4	15%
32	Cc1ccc(S(=O)(=O)Oc2ccccc2/C=N/N=C(N)N)cc1	-9%	-5	-7	?
33	O=C(NCCc1ccc(F)cc1)Nc1ccc([N+](=O)[O-])cc1	-1%	21*	54	?
34	O=C(O)CCCC(=O)OCCCCc1cccs1	-3%	-7	-17	18%
35	CS(=O)(=O)N(Cc1ccco1)Cc1ccccc1Cl	3%	0	-2	10%
36	O=C(Nc1nc2ccccc2n1CCN1CCCCC1)c1ccc(Cl)cc1	.	10	36	.
37	CCCOc1ccc(N2C(=O)CC(N3CCN(c4nc5ccccc5s4)CC3)C2=O)cc1 (centres undefined)	1%	-3	10	-7%
38	C=CC(n1cncn1)C(O)(c1ccccc1)c1ccccc1 (centres undefined)	0%	.	.	?
39	CC(C)(C)c1ccc(OCC(O)CN2CCN(C(=O)c3ccccc3)CC2)cc1 (centres undefined)	13%	-3	-4	?
40	CCOC(=O)N1CCN(C(=O)CSc2nnc(CNC(=O)c3c(F)cccc3Cl)o2)CC1	3%	-5	-16	14%
41	Cn1c(CCNC(=O)c2ccco2)nc2cc([N+](=O)[O-])ccc21	-4%	-1	-33	8%
42	Cc1ccc(NC(=S)NCc2ccccc2)cc1S(=O)(=O)N1CCCCC1	-15%	17	11	?
43	Cc1noc(C)c1COC(=O)CCCNC(=O)c1ccc(Cl)cc1	3%	9	11	?
44	COC(=O)CSc1nnc(-c2ccncc2)n1N	-1%	-3	3	4%
45	CC(=O)Cc1c[nH]c2ccccc12	.	-1	-11	7%

item	Pf growth 96h	AMA1 RON2 block	LmPK inh
31	0%	9%	2%
32	?	-12%	-20%
33	-5%	-13%	-3%
34	5.2µM*	8%	-1%
35	-17%	15%	-1%
36	49%[activator]	.	5%
37	1%	-6%	-3%
38	?	-2%	.
39	?	?	2%
40	12µM*	0%	-3%
41	2.6µM*	-7%	-8%
42	?	41%[activator]	3%
43	?	0%	-8%
44	-16%	8%	-2%
45	4%	.	1%

Reprinted at random: 2 entries already listed, in no set order.
item	canonical_smiles	TbPYK inhibitor	Cycloheximide cs	Shiga inhibitor	Pf growth 48h
31	CCOC(=O)C(NCCc1ccccc1)(NC(C)=O)C(F)(F)F (centres undefined)	1%	0	-4	15%
34	O=C(O)CCCC(=O)OCCCCc1cccs1	-3%	-7	-17	18%

item	Pf growth 96h	AMA1 RON2 block	LmPK inh
31	0%	9%	2%
34	5.2µM*	8%	-1%

An excerpt from above, limited to Shiga inhibitor, AMA1 RON2 block and TbPYK inhibitor.
| item | Molecule | Shiga inhibitor | AMA1 RON2 block | TbPYK inhibitor |
| --- | --- | --- | --- | --- |
| 32 | Cc1ccc(S(=O)(=O)Oc2ccccc2/C=N/N=C(N)N)cc1 | -7 | -12% | -9% |
| 35 | CS(=O)(=O)N(Cc1ccco1)Cc1ccccc1Cl | -2 | 15% | 3% |
| 41 | Cn1c(CCNC(=O)c2ccco2)nc2cc([N+](=O)[O-])ccc21 | -33 | -7% | -4% |
| 39 | CC(C)(C)c1ccc(OCC(O)CN2CCN(C(=O)c3ccccc3)CC2)cc1 (centres undefined) | -4 | ? | 13% |
| 45 | CC(=O)Cc1c[nH]c2ccccc12 | -11 | . | . |
| 44 | COC(=O)CSc1nnc(-c2ccncc2)n1N | 3 | 8% | -1% |

Next part:
item	canonical_smiles	TbPYK inhibitor	Cycloheximide cs	Shiga inhibitor	Pf growth 48h
46	Cc1ccc(SCCOCCN2CCOCC2)cc1	-10%	0	11	-7%
47	Cc1cc(Cl)cc(Br)c1OCCCN1C(=O)NC(C)(C)C1=O	1%	8	-3	.
48	CNCc1ccccc1OCC(=O)Nc1ccccc1OC	-8%	12	-8	.
49	Cc1cccc(NCc2ccc([N+](=O)[O-])s2)c1	-3%	7	15	-7%
50	CC(NC(=O)C(=O)NCC1CCCO1)c1ccccc1 (centres undefined)	6%	5	25	-34%[5.75 µM]
51	CCOc1cc(C(=O)NCc2ccccc2)ccc1OCC(=O)N1CCCCC1	4%	.	.	?
52	Cn1cccc1/C=N/NC(=O)c1cccc(OC(F)(F)C(F)F)c1	-1%	30*	63*	41%[activator]
53	Cn1c(=O)n(C)c2cc(NS(C)(=O)=O)ccc21	3%	-2	-14	7%
54	COc1ccc(S(=O)(=O)CCC(=O)N2CCN(c3cccc(Cl)c3)CC2)cc1	0%	-5	8	13%
55	Cc1ccc(S(=O)(=O)c2nnn3c2nc(N2CCN(c4ccccn4)CC2)c2ccccc23)cc1	4%	-3	-12	1.5µM*
56	CCCCCCNC(=O)Cc1nc2nc(C)cc(C)n2n1	10%	5	26	28%
57	O=C1/C(=C/c2ccc(F)cc2)CCC1C1CCCC1 (centres undefined)	-1%	41*	75*	86%[activator]
58	COc1ccc(N(C)C(=O)Cc2c(C(=O)O)n(C)c3ccccc23)cc1	-10%	-2	-12	-3%
59	O=c1[nH]c(Cn2nnc(-c3ccccc3)n2)nc2scc(-c3ccccc3)c12	-7%	-7	18	-17%
60	Cc1cc(C)nc(NS(=O)(=O)c2ccc(NC(=S)NC(=O)C(C)C)cc2)n1	7%	-2	-5	-4%

item	Pf growth 96h	AMA1 RON2 block	LmPK inh
46	?	0%	-8%
47	23%	7%	10%
48	35%[activator]	4%	11%
49	-64%	-26%	5%
50	-4%	7%	0%
51	-8%	0%	.
52	41%[activator]	3%	-3%
53	-13%	-3%	5%
54	?	0%	6%
55	?	-5%	-7%
56	-6%	-6%	0%
57	?	-1%	-11%
58	2%	-3%	1%
59	.	-5%	3%
60	?	-11%	2%
